Screens from PubChem.
SKN-1 block: inhibitors of C. elegans SKN-1. C. elegans VP596 Pgst-4::GFP/RFP ratio, acrylamide-induced, 24 h. inhibition, % at 21.8 µM. hit rate 0.49% among 360,000;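 active = interference check ratio from 0.5 to 1.5 plus GFP to RFP signal ratio inhibition reaching or exceeding a fixed threshold, cut at about 30% in these data, passing the limit was not always enough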; note: some compounds called inactive have numbers as strong as hits
eLon inh: inhibitors of E. coli Lon protease; P0A9M0; purified E. coli Lon protease, fluorescence polarization; inhibition, % at 7.94 µM; hit rate 0.42% among 360,000; AID 602123; in the data active = inhibition above about 13%, passing the limit was not always enough;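 note: 0% = enzyme with probe and DMSO and 100% = no enzyme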
Target sequence (P0A9M0 whole entry, looked up): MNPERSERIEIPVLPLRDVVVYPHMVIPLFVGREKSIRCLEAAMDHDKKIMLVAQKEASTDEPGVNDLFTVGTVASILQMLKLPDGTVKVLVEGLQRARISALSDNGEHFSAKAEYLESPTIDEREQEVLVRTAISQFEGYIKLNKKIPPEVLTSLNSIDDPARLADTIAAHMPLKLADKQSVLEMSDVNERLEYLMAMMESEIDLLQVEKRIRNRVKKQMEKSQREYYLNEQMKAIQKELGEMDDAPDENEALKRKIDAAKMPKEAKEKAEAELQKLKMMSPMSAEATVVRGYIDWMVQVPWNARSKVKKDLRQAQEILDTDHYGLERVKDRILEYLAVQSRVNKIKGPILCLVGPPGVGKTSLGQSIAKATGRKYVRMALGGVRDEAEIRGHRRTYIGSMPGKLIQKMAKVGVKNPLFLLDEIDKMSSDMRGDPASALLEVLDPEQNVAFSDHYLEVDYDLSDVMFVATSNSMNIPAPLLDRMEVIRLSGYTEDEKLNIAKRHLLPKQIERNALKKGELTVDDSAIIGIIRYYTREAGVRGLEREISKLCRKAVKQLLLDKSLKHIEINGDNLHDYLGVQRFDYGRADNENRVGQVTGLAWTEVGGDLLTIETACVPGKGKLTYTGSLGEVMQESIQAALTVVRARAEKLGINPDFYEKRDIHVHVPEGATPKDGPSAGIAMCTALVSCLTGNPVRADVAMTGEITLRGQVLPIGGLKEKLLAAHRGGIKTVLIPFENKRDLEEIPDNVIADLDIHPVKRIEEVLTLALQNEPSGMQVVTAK
FAS TE block: inhibitors of human fatty acid synthase thioesterase domain. recombinant FAS-TE, OMFH fluorogenic substrate, fluorescence endpoint. hit rate 0.67% among 360,000. P49327. inhibition, % at 15 µM;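 active = compounds whose normalised, plate-corrected inhibition of enzyme fluorescence in the single-dose primary screen is 50% or more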;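 note: 0% = DMSO with enzyme and 100% = substrate without enzyme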
Tb MetRS inh: Trypanosoma brucei MetRS inhibition; AID 624268; purified T. brucei MetRS, ATP depletion, Kinase-Glo luminescence; hit rate 0.4% among 360,000; inhibition, % at 11.9 µM;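 active = inhibition above a per-plate cutoff of the control wells' mean inhibition plus 3 SD, cut at about 5.5% in these data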;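 note: 0% = DMSO wells median and 100% = median of wells with control inhibitor compound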
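Dosing: 11.9 µM compound single dose, 0.9% DMSO; Assay system: purified T. brucei MetRS enzyme; Measured by: Kinase-Glo luciferase luminescence reporting remaining unconsumed ATP; Schedule: 15 min plus 2 h at 25 °C.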
MsrA inh: inhibits bovine methionine sulfoxide reductase A | purified bovine MsrA, absorbance read-out | hit rate 0.75% among 360,000 | inhibition, % at 15.5 µM; in the data active = inhibition above about 4.5%;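 note: 0% = vehicle wells with enzyme and 100% = reference inhibitor wells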
PABP1 MLLE inh: inhibitors of microRNA-mediated deadenylation, human PABP1 MLLE binding | AID 588489 | hit rate 0.36% among 360,000 | GST-MLLE / FITC-PAM2 fluorescence polarization | inhibition, % at 20 µM; in the data active = inhibition above about 35%, passing the limit was not always enough;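 note: plate controls were DMSO wells with GST-MLLE for no effect and wells lacking GST-MLLE protein for full effect; some results filed as inactive read as strong as hits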
bovine MsrA act: bovine methionine sulfoxide reductase A activation; purified bovine MsrA, absorbance read-out; hit rate 0.3% among 360,000; activation, % at 10.6 µM; in the data active = activation above about 7.5%;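 note: 0% = vehicle and 100% = reference activator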
CendR NRP1 mod: alters CendR peptide binding to human NRP-1. hit rate 0.85% among 360,000. FAM-RPARPAR peptide binding to NRP-1, fluorescence polarization. inhibition, % at 25 µM. O14786;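 active = inhibition or corrected inhibition above about 18%, plus a signal ratio from 0.5 to 1.5, limit read from the data, passing the limit was not always enough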; note: strong numbers were not always called active
MT1-MMP act inh: MT1-MMP (human) activation inhibition; P50281; hit rate 0.061% among 360,000; AID 651647; GFP/RFP ratio change, % at 20 µM; HT1080 RFP-PRO-GFP cells, GFP/RFP ratio fluorescence, overnight; percent of plate control window, DMSO zero;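 active = GFP/RFP ratio change of at least 30% with cell ATP level not reduced by more than half and red fluorescence within 50% of control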; note: strong numbers were not always called active
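Test system: HT1080 RFP-PRO-GFP cells; Benchmarks: DMSO and RFP-L50D-GFP cell wells; Timing: cells overnight before dosing, compound overnight, 37 °C, 5% CO2; Compound: one 20 µM compound dose with 1% DMSO; Read-out: GFP/RFP fluorescence ratio.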
Starred values were filed as active, the others as inactive; . = not tested or not shown.

SMILES	SKN-1 block	eLon inh	FAS TE block	Tb MetRS inh	MsrA inh	PABP1 MLLE inh	bovine MsrA act	CendR NRP1 mod	MT1-MMP act inh
COc1ccc2nc(NC(=O)c3ccccc3-c3ccccc3C(=O)O)sc2c1	-13.4	1.1	-6.2	-0.1	-0.9	16.1	-2.5	-1.6	1.9
O=S(=O)(Nc1cccc(C(F)(F)F)c1)c1cnc[nH]1	-2.0	-8.1	-18.5	-0.3	-1.1	-3.2	-4.4	-2.8	15.3
CCn1c2ccccc2c(=O)c2ccccc21	13.8	1.9	2.3	-0.5	-0.3	-84.4	-1.6	-9.2	-4.6
COc1ccc(CN(C(=O)c2ccc(CN3CCOCC3)o2)C(C(=O)NCC2CCCO2)c2ccc(F)cc2)cc1 (stereo not drawn)	-6.5	6.5	2.7	-0.5	-0.4	-4.8	-5.4	1.5	-0.1
COC(=O)[C@@]12C[C@@H](CC(=O)NCc3cccc(C(F)(F)F)c3)C(=O)N(Cc3cccc4ccccc34)C1=CCC(C)(C)C2	-8.9	.	.	0.0	-0.7	.	.	6.2	-21.0
NC(=O)c1cccc(-c2cccc(OC(=O)NC3CCCCC3)c2)c1	0.9	9.7	0.9	-0.2	-0.1	-2.7	-3.0	9.7	-2.9
Cc1cc(OCC(=O)NCC(O)c2ccccc2)c2c(C)cc(=O)oc2c1 (stereo not drawn)	15.6	1.5	-0.9	0.6	0.1	1.6	-5.6	6.7	-2.1
CC1(C(=O)Nc2ccc3nc[nH]c3c2)CCN1C(=O)Cc1ccc(-c2ccccc2)cc1 (stereo not drawn)	12.4	-13.6	-15.3	0.0	-0.1	2.9	-3.1	-7.2	2.3
Cc1ccccc1NC(=S)NC(=O)c1cncc(Br)c1	4.1	-1.2	2.2	0.2	1.0	20.8	-4.2	-7.1	-4.2
COc1cccc(C2NC(=O)c3sc(=S)n(-c4ccccc4)c3N2)c1 (stereo not drawn)	-6.2	-4.3	-1.9	0.4	0.9	-6.0	-1.5	-3.8	-2.5
c1ccc(Cc2cc(-c3ccccc3)on2)cc1	29.2	-0.4	19.1	-0.6	1.6	1.2	3.0	-15.5	-2.9
COc1ccc(/C=C2\SC(=NCc3ccccc3)NC2=O)cc1	16.7	-5.9	-4.3	-0.5	1.9	-12.4	-1.0	-0.9	-5.9
CC(C)N(C)Cc1nnnn1CC(=O)N(C)Cc1cccc(Cl)c1	5.5	7.7	-1.3	0.4	-0.6	-6.6	-3.7	14.1	-1.1
CCN(CC)C(=O)CN(C#N)c1nc(C)cc(C)n1	1.4	-3.4	-13.7	-0.7	-0.3	12.1	-5.4	2.3	2.6
Cc1[nH]n(-c2ccccc2)c(=O)c1C=NCCc1ccccc1	7.5	-12.5	3.5	-0.8	0.6	4.2	-4.7	-13.2	4.7
CCOC(=O)C(C)n1cnc2c(nnn2-c2ccc(OC)cc2)c1=O (stereo not drawn)	-2.1	-3.2	-1.7	0.2	2.5	13.2	-1.3	-8.1	0.0
Cc1ccc(C)c(S(=O)(=O)N2CCN(C(=O)c3cc(-c4cccs4)nn3-c3ccccc3)CC2)c1	1.3	7.0	28.8	-0.1	-0.8	4.8	-6.2	1.6	-5.0
O=C(CCN1C(=O)/C(=C/c2ccccc2Cl)SC1=S)NC1=NCCS1	5.4	-7.8	28.4	-0.2	0.0	27.4	-3.7	-7.3	1.8
CC1(C(=O)Nc2ccccc2)CCN1C(=O)C1(c2ccccc2)CC1 (stereo not drawn)	-7.0	1.8	-1.5	-0.1	-0.9	2.8	-2.4	-2.5	3.3
CC(=O)c1nn(-c2ccc(Cl)cc2)c(=O)[nH]c1=O	-13.5	1.4	-0.7	-0.4	0.0	12.2	-6.5	4.9	3.2

3 neighbouring entries from above, quoted:
SMILES	SKN-1 block	eLon inh	FAS TE block	Tb MetRS inh	MsrA inh	PABP1 MLLE inh	bovine MsrA act	CendR NRP1 mod	MT1-MMP act inh
O=C(CCN1C(=O)/C(=C/c2ccccc2Cl)SC1=S)NC1=NCCS1	5.4	-7.8	28.4	-0.2	0.0	27.4	-3.7	-7.3	1.8
CC1(C(=O)Nc2ccccc2)CCN1C(=O)C1(c2ccccc2)CC1 (stereo not drawn)	-7.0	1.8	-1.5	-0.1	-0.9	2.8	-2.4	-2.5	3.3
CC(=O)c1nn(-c2ccc(Cl)cc2)c(=O)[nH]c1=O	-13.5	1.4	-0.7	-0.4	0.0	12.2	-6.5	4.9	3.2

Following part
SMILES	SKN-1 block	eLon inh	FAS TE block	Tb MetRS inh	MsrA inh	PABP1 MLLE inh	bovine MsrA act	CendR NRP1 mod	MT1-MMP act inh
Cc1onc(-c2c(F)cccc2Cl)c1C(=O)N1CCN(S(C)(=O)=O)CC1	3.9	5.1	-8.0	0.0	-1.7	14.8	-0.2	-8.2	0.8
Cc1cc(C)cc(N2C(=O)CC(Sc3nnnn3-c3ccccc3)C2=O)c1 (stereo not drawn)	0.4	-3.6	4.4	-1.1	0.3	4.2	-8.1	2.3	-6.1
COCCSc1nc(N)c(NC(=O)c2ccco2)c(=O)[nH]1	-5.5	1.2	-5.1	0.0	0.7	17.2	-2.5	15.4	1.6
COc1ccccc1NC(=O)CCn1c(=O)sc2ccccc21	2.0	-10.1	-5.3	-0.2	0.3	0.5	-3.7	-6.3	-2.1
CCC(=O)OC1(C)C(=O)C2=COC(c3ccc(OC)cc3)=CC2=C(Br)C1=O (stereo not drawn)	-1.4	-10.3	-2.2	0.3	1.4	-25.3	10.1*	-13.1	0.2
CCn1c2ccccc2c2cc(NC(=O)c3ccco3)ccc21	19.6	-2.4	18.2	-0.8	0.3	-2.8	-2.0	-28.1	13.1
CCOC(=O)c1cnc(-n2cc(C)cn2)nc1Nc1ccccc1OC	10.2	-3.1	7.0	-0.6	0.3	-9.2	3.8	9.0	-0.8
CCOc1ccc2[nH]c(=O)c(C(c3nnnn3Cc3ccco3)N3CCCC(C)C3)cc2c1 (stereo not drawn)	4.0	-14.5	1.0	-1.2	0.1	-13.1	-7.3	-51.1	-2.5
CCCNC(=O)C1(C)CCCN(Cc2cccs2)C1 (stereo not drawn)	10.2	-8.1	-7.9	-0.2	1.4	-10.9	-4.9	0.2	-2.4
Cc1ccc(OCc2nc3ccccc3n2C(C(=O)NC(C)(C)C)c2ccncc2)cc1 (stereo not drawn)	-1.1	.	.	-1.1	0.7	.	.	3.9	-8.5
COCCN(C(=O)CSc1n[nH]c(-c2ccccc2)n1)c1c(N)n(CC(C)C)c(=O)[nH]c1=O	-1.7	-8.6	-7.5	-0.5	0.0	16.5	-8.5	-6.2	-0.7
CC(C)=N/N=C1\NC(=O)C(C)S1 (stereo not drawn)	-9.8	7.7	-5.0	-0.8	0.3	-20.4	-5.2	10.3	-2.6
CCOc1cc(CN2CCC(n3nccc3NC(=O)C3CC3)CC2)ccc1O	10.6	-9.3	-6.4	-0.5	-1.2	-2.1	-1.8	1.5	-0.2
Cc1ccc2nc(NCc3ccco3)c(C=NCc3ccco3)c(=O)n2c1	-6.9	1.3	-11.2	-0.9	0.4	-0.1	-10.0	1.6	0.3
Cc1ccc(C(=O)c2cccc(N)c2)cc1C	-5.5	0.7	-0.1	-0.4	0.4	-5.6	-3.1	8.5	0.4
CCN(CC)S(=O)(=O)c1ccc(/C=C/C(=O)Nc2ccc(F)cc2F)cc1	5.5	11.3	10.1	-0.6	-0.1	15.9	-2.4	-1.6	-3.4
Cc1[nH]c2ccccc2c1C(=O)CN1CCN(C/C=C/c2ccccc2)CC1	6.7	8.7	0.9	3.8	-0.6	-35.9	-1.7	0.0	-0.3
CCN(CC(=O)NCc1ccc(Cl)cc1)C(=O)CCC(=O)c1ccc(C)cc1	6.0	-3.0	2.8	-0.3	0.3	-3.7	-2.8	-7.7	0.5
CC(C)Cn1cc(C(=O)NCCCN2CCC(C)CC2)c2c3ccccc3n(C)c2c1=O	7.9	-2.5	-3.9	0.4	1.8	8.6	-3.5	8.7	-0.8
Cc1cccc(C)c1NC(=O)CN(C)CC(=O)Nc1ccccc1Oc1ccccc1	-9.7	-2.8	-0.4	-0.4	1.4	-3.6	-2.1	-5.8	-5.2

Among those listed so far, these have an aryl thioether with sulfur outside any ring:
SMILES	SKN-1 block	eLon inh	FAS TE block	Tb MetRS inh	MsrA inh	PABP1 MLLE inh	bovine MsrA act	CendR NRP1 mod	MT1-MMP act inh
Cc1cc(C)cc(N2C(=O)CC(Sc3nnnn3-c3ccccc3)C2=O)c1 (stereo not drawn)	0.4	-3.6	4.4	-1.1	0.3	4.2	-8.1	2.3	-6.1
COCCSc1nc(N)c(NC(=O)c2ccco2)c(=O)[nH]1	-5.5	1.2	-5.1	0.0	0.7	17.2	-2.5	15.4	1.6
COCCN(C(=O)CSc1n[nH]c(-c2ccccc2)n1)c1c(N)n(CC(C)C)c(=O)[nH]c1=O	-1.7	-8.6	-7.5	-0.5	0.0	16.5	-8.5	-6.2	-0.7

The listing continues.
SMILES	SKN-1 block	eLon inh	FAS TE block	Tb MetRS inh	MsrA inh	PABP1 MLLE inh	bovine MsrA act	CendR NRP1 mod	MT1-MMP act inh
Cc1ccc(CNC(=O)C2CCCN(S(=O)(=O)c3c(C)n[nH]c3C)C2)cc1 (stereo not drawn)	10.7	5.8	-2.1	-0.7	1.3	17.1	-0.8	-6.3	4.1
O=C(O)CC1(CC(=O)Nc2ccccc2Br)CCCC1	-13.8	7.3	-6.2	0.7	0.3	3.5	-10.6	-7.9	-0.3
CN(CCC1CCOCC1)Cc1cn[nH]c1-c1ccc(-c2ccccc2)cc1	-33.9	-7.5	-3.7	-0.7	-0.4	-3.8	-5.8	-2.4	-3.5
CCC(=O)N1CCc2cc(OC)c(OC)cc2C1COc1ccc(OC)cc1 (stereo not drawn)	-4.9	-2.0	-2.2	0.1	2.3	0.2	-1.9	-17.7	0.6
COc1ccc(OCC(=O)N2N=C(C)CC2(O)C(F)(F)F)cc1 (stereo not drawn)	2.1	7.7	-4.0	-0.8	1.6	11.6	-0.9	1.0	-0.4
Cc1ccc(CNC(=O)CCS(=O)(=O)Cc2ccc(C)cc2)cc1	4.9	-1.0	-3.8	-0.6	-1.1	8.5	0.6	16.3	-2.7
CCOC(=O)N1CCN(S(=O)(=O)c2cc(Cl)ccc2Cl)CC1	-7.8	-6.4	5.5	-1.1	0.4	1.9	-5.9	-2.4	3.9
COc1ccc2nc(N(CCN(C)C)C(=O)c3ccc4c(c3)OCCO4)sc2c1	-10.1	7.3	6.4	0.1	0.5	-10.7	-6.5	2.6	0.2
COc1ccccc1NC(=O)C1=C(C)NC2=C(C(=O)CC(c3ccc(OC)c(OC)c3)C2)C1c1coc2ccccc2c1=O (stereo not drawn)	2.1	-10.4	34.8	-0.5	0.4	-4.8	0.5	-1.5	-17.9
Cc1ccc(-c2nc3sc4c(c3c(=O)n2N)CC(C)(C)OC4)cc1	17.4	-9.4	-6.6	-0.5	0.9	6.1	-1.0	3.9	0.8
Cc1ccc(NC(=O)/C=C/c2cccs2)c([N+](=O)[O-])c1	-10.5	3.0	0.6	-0.9	1.6	-2.0	-3.4	-2.8	5.7
CCc1cccc(CN2CCC(CNC(=O)Nc3ccc(Cl)cc3)CC2)c1	-9.7	4.8	-1.0	-0.4	0.1	8.8	-3.2	-8.6	-2.5
CC1CC1C(=O)N1CCN(S(=O)(=O)c2cc(C(F)(F)F)cc(C(F)(F)F)c2)CC1 (stereo not drawn)	-0.2	6.1	1.2	-0.4	1.0	-4.0	-4.7	3.4	6.2
CCOC(=O)CNC(=S)N(Cc1ccccc1)Cc1cccs1	2.6	7.3	12.9	-1.4	0.7	-126.2	-8.8	7.3	0.7

Rows are unselected (roughly 4% active in at least one column).
